bovine MsrA act – activators of bovine methionine sulfoxide reductase A. purified bovine MsrA, absorbance read-out. activation, % at 10.6 µM. 0.3% of 360,000 active. AID 602163; in the data active = activation above about 7.5%;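 also: 0% = vehicle and 100% = reference activator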
Neddylation inh – cullin neddylation inhibition; TR-FRET cullin neddylation, biochemical; calls only at 25 µM; 0.58% of 360,000 active; AID 651699; in the data active = inhibition above about 36%
Rin1-Abl PPI inh – inhibitors of human Rin1-Abl protein interaction | P00519+Q13671 | TR-FRET Rin1/Abl binding, biochemical | inhibition, % at 7.35 µM | 0.4% of 360,000 active; in the data active = inhibition above about 5%, passing the limit was not always enough
CSN inh – blocks human CSN-mediated cullin deneddylation | Q92905 | Purified CSN, SCF-Nedd8-OG deneddylation, fluorescence polarization | inhibition, % at 12.5 µM | 0.38% of 360,000 active | AID 651999;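 active = pattern-corrected inhibition above about 35%, with an unprinted fluorescence ratio check between 0.5 and 1.5, limit read from the data, passing the limit was not always enough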;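 also: 0% = enzyme with substrate and 100% = substrate without enzyme; some results filed as inactive read as strong as hits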
Target sequence (Q92905 whole entry, looked up, one chain of several): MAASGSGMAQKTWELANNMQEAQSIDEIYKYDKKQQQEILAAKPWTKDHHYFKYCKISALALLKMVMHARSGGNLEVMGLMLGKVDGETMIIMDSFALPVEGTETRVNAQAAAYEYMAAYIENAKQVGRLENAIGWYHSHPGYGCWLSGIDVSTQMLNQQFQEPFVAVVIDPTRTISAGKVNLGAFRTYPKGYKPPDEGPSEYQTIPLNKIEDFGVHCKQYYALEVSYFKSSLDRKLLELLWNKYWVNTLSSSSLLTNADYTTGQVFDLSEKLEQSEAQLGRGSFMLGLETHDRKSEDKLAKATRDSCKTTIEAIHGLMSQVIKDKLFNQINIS
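Test system: Human Csn5 produced in HEK293T cells | Compound: 12.5 µM single point | Times: 90 min, room temperature | Signal: Fluorescence polarization readout | Read-out basis: % inhibition of substrate cleavage by Csn5 | Controls: no-enzyme wells high, enzyme-with-substrate wells low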
TbMetRS inhib – blocks T. brucei methionyl-tRNA synthetase activity | purified T. brucei MetRS, ATP depletion, Kinase-Glo luminescence | inhibition, % at 11.9 µM | 0.4% of 360,000 active | AID 624268;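 active = inhibition above a per-plate cutoff of the control wells' mean inhibition plus 3 SD, cut at about 5.5% in these data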;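 also: 0% = DMSO wells median and 100% = median of wells with control inhibitor compound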
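Assay system: T. brucei methionyl-tRNA synthetase, purified | Medium: HEPES buffer with MgCl2, KCl, DTT, spermine, BSA, pyrophosphatase | Compound: 11.9 µM single point | Incubation: 15 min enzyme-compound preincubation, 2 h reaction, 10 min detection, 25 °C | Measured by: Kinase-Glo luciferase luminescence reporting remaining unconsumed ATP | Measure: % inhibition normalized to control-well medians | Replication: Singlicate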
MsrA inh – inhibits bovine methionine sulfoxide reductase A. purified bovine MsrA, absorbance read-out. inhibition, % at 15.5 µM. 0.75% of 360,000 active. AID 651718; in the data active = inhibition above about 4.5%;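 also: 0% = vehicle wells with enzyme and 100% = reference inhibitor wells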
FAS TE block – FAS thioesterase (human) inhibition | P49327 | recombinant FAS-TE, OMFH fluorogenic substrate, fluorescence endpoint | 0.67% of 360,000 active | AID 602261 | inhibition, % at 15 µM;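 active = compounds whose normalised, plate-corrected inhibition of enzyme fluorescence in the single-dose primary screen is 50% or more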;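 also: 0% = DMSO with enzyme and 100% = substrate without enzyme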
eLon inh – inhibits E. coli Lon protease; inhibition, % at 7.94 µM; purified E. coli Lon protease, fluorescence polarization; P0A9M0; 0.42% of 360,000 active; AID 602123; in the data active = inhibition above about 13%, passing the limit was not always enough;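 also: 0% = enzyme with probe and DMSO and 100% = no enzyme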
PABP1 MLLE inh – inhibitors of microRNA-mediated deadenylation, human PABP1 MLLE binding; P11940; 0.36% of 360,000 active; AID 588489; GST-MLLE / FITC-PAM2 fluorescence polarization; inhibition, % at 20 µM; in the data active = inhibition above about 35%, passing the limit was not always enough;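 also: plate controls were DMSO wells with GST-MLLE for no effect and wells lacking GST-MLLE protein for full effect; some results filed as inactive read as strong as hits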
Target sequence (P11940 whole entry, looked up): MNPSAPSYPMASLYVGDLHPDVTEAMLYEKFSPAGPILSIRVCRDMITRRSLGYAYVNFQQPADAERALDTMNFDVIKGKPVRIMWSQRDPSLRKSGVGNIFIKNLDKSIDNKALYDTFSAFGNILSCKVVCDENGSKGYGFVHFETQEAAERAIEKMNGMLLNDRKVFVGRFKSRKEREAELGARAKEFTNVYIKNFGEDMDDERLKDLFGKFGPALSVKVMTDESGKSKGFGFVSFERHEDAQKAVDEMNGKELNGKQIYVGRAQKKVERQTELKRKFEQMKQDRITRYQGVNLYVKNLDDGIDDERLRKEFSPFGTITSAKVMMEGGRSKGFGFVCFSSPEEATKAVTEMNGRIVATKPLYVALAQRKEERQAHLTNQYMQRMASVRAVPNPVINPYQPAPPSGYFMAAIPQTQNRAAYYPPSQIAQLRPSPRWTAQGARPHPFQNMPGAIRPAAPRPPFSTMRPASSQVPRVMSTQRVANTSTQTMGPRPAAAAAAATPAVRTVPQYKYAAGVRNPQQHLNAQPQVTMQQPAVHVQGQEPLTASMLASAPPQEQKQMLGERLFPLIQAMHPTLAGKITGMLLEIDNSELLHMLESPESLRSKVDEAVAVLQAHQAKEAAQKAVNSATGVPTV
Active calls of the source: *; i = inactive; / = not tested or not shown.

Under each structure – TbMetRS inhib	eLon inh	Rin1-Abl PPI inh	PABP1 MLLE inh	CSN inh	bovine MsrA act	FAS TE block	Neddylation inh	MsrA inh
O=C(Nc1ccc(F)c(Cl)c1)c1ccccc1
 : -0.2	-4	2	10	2	-2	7	i	-0.2
O=C(O)CCN1C(=O)c2ccccc2Sc2ncccc21
 : -0.8	7	-1	-11	-2	-6	-10	i	0.4
Fc1ccc(CSc2nsc(SCc3ccc(F)cc3)n2)cc1
 : -0.5	-2	-2	15	-1	-2	17	i	0.4
C=CCc1cc(C=O)cc(OCC)c1OCc1ccc(Cl)cc1
 : -0.3	0	-2	-1	-17	-3	22	i	-0.3
Cc1cc(N)n(-c2cc(C)c3ccccc3n2)n1
 : -0.5	0	-2	0	1	-6	-2	i	1.1
Nc1cc(=O)[nH]c(SCC(=O)Nc2ccccc2Sc2ccc(Cl)cc2)n1
 : -0.5	-4	1	-1	-1	-6	-13	i	-1.6
COCCNC(=O)c1nn(-c2cc(OC)cc(OC)c2)c(=O)c2ccccc12
 : -0.4	0	-1	4	1	0	-2	i	-0.1
Cc1cccc(C(=O)OC(C)C(=O)N2CCN(Cc3ccccc3)CC2)c1 (stereo not drawn)
 : -0.1	-11	0	2	1	-2	-2	i	0.1
CN(CC(=O)Nc1ccc(Cl)c(C(F)(F)F)c1)C(=O)c1cnccn1
 : 1.0	5	0	16	1	-9	-1	i	-0.3
Cc1ccc(S(=O)(=O)N2CCN(C(=O)c3c(-c4ccccc4)noc3C)CC2)cc1C
 : 1.4	-4	4	11	0	-2	10	i	-0.5
CC(C)C(=O)N1CCN(CCN2C(=O)c3cccc4cccc(c34)C2=O)CC1
 : -0.4	-3	-6	0	3	-5	-6	i	1.8
Cc1ccc2oc(-c3ccc(C)c(NC(=S)NC(=O)c4cccs4)c3)nc2c1
 : -0.3	-7	7	7	-4	2	3	i	-0.3
COc1ccccc1NC(C)=[N+](C)CCNS(=O)(=O)c1ccc(Cl)cc1
 : -0.2	-8	-1	-29	-1	2	-3	i	1.2
CCCS(=O)(=O)NC(=O)C1(C)CCCN(C(=O)c2ccc(OC)cc2)C1 (stereo not drawn)
 : 0.7	1	0	3	7	-2	-7	i	0.1
C#CCOCCOCCOCCNc1nc(N2CCN(C(=O)[C@H](CCCCN)n3cc(CN)nn3)CC2)nc(N2CCN(C(=O)[C@H](CCCCN)n3cc([C@@H](N)[C@H](C)CC)nn3)CC2)n1
 : -0.2	-7	-1	12	99*	3	-9	i	0.1
CCOC(=O)CNC(=O)COc1coc(CN2CCN(c3ccccc3F)CC2)cc1=O
 : 0.6	-6	1	-2	-4	-3	-6	i	0.5
Nc1c(C(=O)NCc2ccccc2)sc2nc3c(cc12)C(=O)CCC3
 : -0.5	-5	-4	1	0	-2	-13	i	0.7
N#C/C(=C(/O)C(Cl)c1ccccc1)c1nc2ccccc2s1 (stereo not drawn)
 : 0.1	-4	-58	-8	7	-2	-6	i	1.6
COc1cc(CNCCc2ccccc2F)ccc1OCc1ccc(Cl)nc1
 : -0.1	3	7.5*	3	2	-2	-10	i	0.8
CC(C)(C)c1ccc(C2/C(=C(\O)c3ccc4c(c3)OCCO4)C(=O)C(=O)N2CCCN2CCOCC2)cc1 (stereo not drawn)
 : -0.1	-8	-3	4	3	-4	0	i	1.2
CC(=O)c1ccc2c(c1)CCN2
 : -0.5	5	-1	0	-3	-11	-6	i	3.0
C=CCOC(=O)Nc1ccc(Cl)cc1NC(=O)OCC=C
 : -0.1	-1	3	-9	6	-1	-4	i	0.2
C[C@@H]1CN([C@H](C)CO)C(=O)c2cc(NC(=O)Nc3ccc(C(F)(F)F)cc3)ccc2O[C@H]1CN(C)S(=O)(=O)c1ccc(Cl)cc1
 : 0.6	-3	-4	-12	0	1	36	i	0.5
C[C@]12C(=O)N(c3ccc(Br)cc3)C(=O)N1[C@@H]1c3ccccc3OC[C@@H]1[C@H]2c1ccccc1
 : -0.5	1	5	-5	-5	-7	47	i	-0.7
Cc1ccc(OCCN2CCN(C)CC2)c([N+](=O)[O-])c1
 : 0.3	0	2	7	-3	0	-5	i	0.9
Cc1ccc(Nc2nc(NCCCN3CCOCC3)nc(N)c2[N+](=O)[O-])cc1
 : -0.6	15	2	5	-5	-3	-2	i	0.5
CCn1c(CNC(=O)c2cccc(C)c2)nnc1SCC(=O)NC1CCCCC1C (stereo not drawn)
 : -1.2	1	1	-3	1	-8	-16	i	1.3
CCOc1ccccc1N(CC(=O)O)S(=O)(=O)c1ccc(C)cc1
 : -0.3	-5	1	2	-5	1	-6	i	1.1
CCC(C)(C)NC(=O)C(c1cccn1C)N(C(=O)Cn1nnc2ccccc21)c1ccc(F)cc1 (stereo not drawn)
 : -0.3	-2	-2	2	-4	2	-5	i	1.2
C[C@H]1C=C(C(=O)NCc2nc3ccccc3[nH]2)O[C@@H](OCCCCO)C1
 : 14*	-10	2	16	0	-2	-13	i	-0.1

Under each structure – TbMetRS inhib	eLon inh	Rin1-Abl PPI inh	PABP1 MLLE inh	CSN inh	bovine MsrA act	FAS TE block	Neddylation inh	MsrA inh
C=CCNS(=O)(=O)c1sccc1/C=N/O
 : -0.2	4	-7	5	1	-2	-17	i	-0.7
CCOc1cccc(/C=C/C(=O)O)c1
 : -0.2	-9	3	5	3	-4	-3	i	0.9
CCC(C)[C@H](NC(=O)[C@@H]1Cc2ccccc2CN1)C(=O)Nc1ccc2c(c1)OCO2 (stereo partly drawn)
 : -1.3	-13	5	-1	-1	-14	0	i	-0.8
O=C(COc1ccc([N+](=O)[O-])cc1)Nc1ccc2[nH]c(=O)[nH]c2c1
 : -0.1	-5	-3	11	0	-2	11	i	1.5
CCOC(=O)c1cnn(-c2c(Cc3ccccc3)c(C)nc3c(-c4ccccc4)c(C)nn23)c1N
 : -1.0	2	-5	-9	0	0	39	i	2.3
COC(=O)c1ccc(N2CCN(C)CC2)c(NC(=O)COc2ccc(C)cc2)c1
 : -0.2	-2	4	18	-3	-4	0	i	-0.8
Cc1ccc(C(=O)Nc2nnc(-c3ccncc3)s2)o1
 : -0.2	-1	1	-11	-3	0	-7	i	1.4
Cn1c(=O)[nH]c(=O)c2c1nc(N1CCOCC1)n2CCc1ccccc1
 : 0.1	-6	3	1	-7	-3	-1	i	1.1
Cc1c(NC(=O)c2ccc3c4c(cccc24)CC3)c(=O)n(-c2ccccc2)n1C
 : -0.1	10	-3	-4	-6	-5	-7	i	-0.2
Cc1ccc(C)c(Nc2ncccc2C(=O)NCc2cccs2)c1
 : -0.9	-6	1	8	1	-4	26	i	-0.7
Cc1ccc2nc3c(cc2c1)c(NC(=O)C(C)(C)C)nn3CC(C)C
 : -2.3	9	1	13	5	-11	11	/	-1.1
N/C(=N\OC(=O)c1cccs1)c1cccc(Br)c1
 : -0.1	-2	1	-1	-3	-6	3	i	-0.5
O=C(CCC(F)(F)F)N1CCCC(N2CCN(c3cccc(Cl)c3)CC2)C1 (stereo not drawn)
 : -0.4	1	0	4	-3	-1	1	i	-0.5
CC1=CC(C)(C)Nc2ccc(OC(=O)CN3C(=O)c4ccccc4C3=O)cc21
 : -0.5	-2	1	-2	-6	-8	19	i	-1.0
CS(=O)(=O)c1ccc(NC(=O)c2cccc(S(=O)(=O)N3CCN(Cc4ccccc4)CC3)c2)cc1
 : -0.2	-10	0	-53	3	-2	21	i	0.1
COc1cccc(C(=O)NC2CCSC2=O)c1 (stereo not drawn)
 : 0.0	-9	-1	-9	-5	0	-6	i	0.2
CC(C)N(C(=O)CN1C(=O)C(=O)c2ccccc21)c1ccccc1
 : -0.1	-13	-7	10	0	-2	-4	i	0.1
CSc1nc2nc(-c3ccccc3)cc(=O)n2[nH]1
 : -1.0	-1	-1	2	2	-5	-8	i	-0.4
O=C(Nc1cccc(Cn2cccn2)c1)c1cc2c(s1)CCCC2
 : -1.4	0	3	-20	4	-10	9	i	0.2
COc1ccc(OCC(O)Cn2c(Br)nc3c2c(=O)[nH]c(=O)n3C)cc1 (stereo not drawn)
 : 0.0	-1	-2	-4	-2	-1	-7	i	-0.6
Cc1nnc(SCC(=O)OC2CC(C)CCC2C(C)C)[nH]c1=O (stereo not drawn)
 : -0.6	10	3	-1	-1	-10	-10	i	-0.5
Cc1ccccc1Cn1cc(NC(=O)CCCn2nc([N+](=O)[O-])cc2C)cn1
 : -0.3	4	-1	4	3	1	2	i	0.7
O=C(O)c1ccccc1P(=O)(c1ccccc1)c1ccccc1
 : 0.1	-11	-3	6	-7	-1	-4	i	-0.6
O=C1C=C(c2ccccc2C(F)(F)F)C[C@@H](c2ccc3c(c2)OCO3)C1
 : -0.3	-2	5	-8	0	-4	32	i	-0.6
Cc1cc(=O)n2nc(N3CCC(C(=O)NCC(C)c4ccccc4)CC3)sc2n1 (stereo not drawn)
 : 0.1	-4	1	-12	-1	-3	-10	i	0.7
CC(C)(C)NC(=O)C(c1cc2ccccc2o1)n1c(=O)c(-c2cc3ccccc3[nH]2)nc2ccccc21 (stereo not drawn)
 : -0.9	/	/	/	-5	/	/	/	0.9
O=C(Cc1ccccc1)NCCCNC(=O)Cc1ccccc1
 : 0.2	-1	1	-6	1	-3	-6	i	0.4
COc1ccc(CCN2C(=O)CC(Cc3cccc(C)c3)C2=O)cc1OC (stereo not drawn)
 : 0.1	1	0	-4	4	-3	-1	i	1.2

As entered above:
`CC1=CC(C)(C)Nc2ccc(OC(=O)CN3C(=O)c4ccccc4C3=O)cc21` @ CSN inh = -6
`COc1ccc(OCC(O)Cn2c(Br)nc3c2c(=O)[nH]c(=O)n3C)cc1` (stereo not drawn) @ CSN inh = -2

An excerpt from above in order of their number in bovine MsrA act, low to high:
SMILES,eLon inh,Rin1-Abl PPI inh,PABP1 MLLE inh,CSN inh,bovine MsrA act,Neddylation inh,MsrA inh
Cc1ccc2nc3c(cc2c1)c(NC(=O)C(C)(C)C)nn3CC(C)C,9,1,13,5,-11,/,-1.1
Cc1nnc(SCC(=O)OC2CC(C)CCC2C(C)C)[nH]c1=O (stereo not drawn),10,3,-1,-1,-10,i,-0.5
O=C(CCC(F)(F)F)N1CCCC(N2CCN(c3cccc(Cl)c3)CC2)C1 (stereo not drawn),1,0,4,-3,-1,i,-0.5
CCOC(=O)c1cnn(-c2c(Cc3ccccc3)c(C)nc3c(-c4ccccc4)c(C)nn23)c1N,2,-5,-9,0,0,i,2.3
